EPAC2 ag – agonists of human EPAC2 (RAPGEF4); actives 0.079% (n = 360,000); Q8WZA2; EPAC2 activation, biochemical qHTS; response scale: 100% = 6.5 mM cAMP response; Potency, µM (titrated, usually from 154 µM), without a hit: at the highest dose activation, usual class: activators; note: potency is the fitted concentration of half-maximal effect; nearly all actives have a fitted effect of over 50% in size
Target sequence (Q8WZA2 whole entry, looked up): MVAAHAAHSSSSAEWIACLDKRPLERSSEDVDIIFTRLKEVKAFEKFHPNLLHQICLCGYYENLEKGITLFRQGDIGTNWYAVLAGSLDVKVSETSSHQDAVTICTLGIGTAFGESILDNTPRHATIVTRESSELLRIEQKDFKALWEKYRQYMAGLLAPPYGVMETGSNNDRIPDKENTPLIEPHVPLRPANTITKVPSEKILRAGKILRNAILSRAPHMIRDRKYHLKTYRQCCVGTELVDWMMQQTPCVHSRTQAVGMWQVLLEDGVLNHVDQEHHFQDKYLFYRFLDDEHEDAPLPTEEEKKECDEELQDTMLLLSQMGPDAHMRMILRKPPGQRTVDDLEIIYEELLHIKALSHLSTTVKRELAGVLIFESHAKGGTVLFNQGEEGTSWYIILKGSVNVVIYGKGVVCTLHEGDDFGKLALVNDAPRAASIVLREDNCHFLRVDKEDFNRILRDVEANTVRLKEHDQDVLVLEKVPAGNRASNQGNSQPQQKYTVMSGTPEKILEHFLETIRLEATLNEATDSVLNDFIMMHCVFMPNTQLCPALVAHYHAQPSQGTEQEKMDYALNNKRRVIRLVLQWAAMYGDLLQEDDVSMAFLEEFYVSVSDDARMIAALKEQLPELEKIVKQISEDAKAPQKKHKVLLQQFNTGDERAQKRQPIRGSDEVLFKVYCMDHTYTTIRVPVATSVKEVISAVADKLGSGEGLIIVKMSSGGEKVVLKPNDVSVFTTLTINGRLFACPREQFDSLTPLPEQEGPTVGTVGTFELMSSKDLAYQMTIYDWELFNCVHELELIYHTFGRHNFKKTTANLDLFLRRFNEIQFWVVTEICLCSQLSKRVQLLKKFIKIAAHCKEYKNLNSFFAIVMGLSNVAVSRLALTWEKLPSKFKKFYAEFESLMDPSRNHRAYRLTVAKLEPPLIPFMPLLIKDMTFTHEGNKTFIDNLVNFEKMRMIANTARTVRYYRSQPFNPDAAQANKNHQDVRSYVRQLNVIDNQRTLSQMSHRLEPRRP
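Readout is BODIPY fluorescence (480 nm excitation, 540 nm emission), which falls as labeled GDP is exchanged off Rap1B. EPAC2 at 100 nM acted on 250 nM RAP1B-BODIPY-GDP with 50 uM GDP present.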
PLK1 PBD inh – inhibitors of human PLK1 polo-box domain binding; P53350; Plk1 PBD binding of FITC phosphopeptide, fluorescence polarization; Potency, µM, for the others: max response, negative = inhibition, hits mostly inhibitors; actives 2.8% (n = 360,000); AID 720504; note: potency is the fitted concentration of half-maximal effect; series mostly up to about 57 µM; % is set by controls: 0 for no effect and ±100 for the full control effect; nearly all actives have a fitted effect of over 65% in size
CCT modulator – cytosolic chaperonin activity modulation. purified chaperonin ATPase assay, HTRF ADP detection, 30 min. activity change, % (no concentration beside the values), hits read low. actives 0.3% (n = 360,000). AID 651819; in the data active = activity change below about -30%; note: % is set by controls: 0 for no effect and ±100 for the full control effect
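We incubate TRiC, 40 or 20 nM final, with library compounds at 76 uM and 10 uM ATP for 30 min at 37 °C. ADP formed is detected with Transcreener HTRF reagents after 30 min at room temperature.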
EPAC1 antagonist – blocks human EPAC1 exchange factor. O95398. Potency, µM (series often up to 115 µM), for inactives: at the highest dose activity change, negative = inhibition, hits mostly inhibitors. actives 0.14% (n = 360,000). EPAC1 GEF assay, Rap1b-BODIPY-GDP exchange fluorescence. AID 720709;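 note: potency is the fitted concentration of half-maximal effect; plate controls were vehicle for no effect and positive control for full effect; nearly all actives have a fitted effect of over 50% in size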
IL-2 act – IL-2 activation. activation, % (series mostly up to about 46 µM). IL-2 activation reporter assay, cell-based qHTS; stimulated with anti-CD3/CD4/CD28 beads; in transgenic mouse T cells. AID 652025. actives 0.065% (n = 360,000); in the data active = activation above about 50%; inconclusive = mostly about 30% to 49%; note: 0% is about no effect
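Screening format: compound pinned onto unstimulated transgenic mouse T cells, 60 min incubation, then anti-CD3/anti-CD4/anti-CD28 bead stimulation for 18 hours at 37 degrees C, followed by EGFP and DsRed detection.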
EPAC1 agonist – activates human EPAC1 exchange factor; O95398; EPAC1 agonist qHTS, biochemical assay; response scale: 100% = response to 6.5 mM cAMP; Potency, µM (top dose mostly 154 µM), without a hit: at the highest dose activation, most hits filed as activators; actives 0.073% (n = 360,000); AID 720707; note: potency is the fitted concentration of half-maximal effect; nearly all actives have a fitted effect of over 60% in size
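Nucleotide exchange by EPAC1 (100 nM) on Rap1B–BODIPY-GDP (250 nM) in the presence of 50 uM GDP is tracked fluorescently at 480/540 nm over 30 min. Signals are normalized to a 6.5 mM cAMP control.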
PI5P4Ka inh – blocks human PI5P4K alpha kinase activity | AID 652105 | max response, % | P48426 | PI5P4Kalpha enzyme, ADP-Glo luminescence, 60 min; hits give low values | actives 1.2% (n = 330,000); active = max response of -50% or lower; inconclusive = between -30% and -50%; inactive = -30% or higher; note: value at the top dose of about 77 µM; % is set by controls: 0 for no effect and ±100 for the full control effect
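Controls without substrate or without enzyme flank wells where PI5P4Kalpha converts substrate using 5 microM ATP (final). Incubation lasts 60 minutes at room temperature; ADP formed is read by ADP-Glo luminescence.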
WRN helicase inh – blocks human WRN helicase. Q14191. WRN helicase unwinding, fluorescent forked duplex, kinetic. Potency, µM (doses to about 114 µM), for inactives: at the highest dose activity change, negative = inhibition, usual class: inhibitors. actives 0.46% (n = 360,000). AID 651768; note: potency is the fitted concentration of half-maximal effect; % is set by controls: 0 for no effect and ±100 for the full control effect; nearly all actives have a fitted effect of over 55% in size
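Kinetic red-fluorescence monitoring (525/598 nm) tracks WRN helicase activity after 100 nM fluorophore-quencher forked duplex and 2 mM ATP are added to 20 nM enzyme pretreated 15 min at room temperature with compound.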
The depositor's hits bear a star; ? = inconclusive; · = no result given; [ ] = remark or other dose. Unless noted, calls come from the whole dose curve; as a rule, active = well fitted curve in the direction sought with a large enough effect; inconclusive = small, poorly fitted or top-dose-only effect, or another doubt; inactive = no such curve, though single readings can be large; an effect the other way counts as inactive or inconclusive. These rows are one share of the data (hit frequency here may not be typical).

SMILES | EPAC2 ag | PLK1 PBD inh | CCT modulator | EPAC1 antagonist | IL-2 act | EPAC1 agonist | PI5P4Ka inh | WRN helicase inh
CCOC(=O)C1=C(C)N=C2SCCC(=O)N2C1c1ccc(C(=O)OC)cc1 (centres undefined) | 0% | ? | -1.1 | 4% | 0.7 | 1% | 5 | -12%
COc1ccc(NC(=O)c2cc3ccccc3[nH]2)cc1 | 5% | -6% | -2.0 | -4% | 0.8 | -6% | -3 | 7%
CC1CCN(C(=O)CNS(=O)(=O)c2ccc(Br)s2)CC1 | 10% | -5% | -1.9 | -11% | -2.5 | 8% | · | -5%
Cc1ccc(-c2nnc(NCc3nc4ccccc4[nH]3)c3ccccc23)cc1S(=O)(=O)N1CCCCC1 | -5% | -4% | -0.3 | -7% | -0.3 | -7% | -11 | 0%
C=CCC1CCCC(=O)N2CC[C@H](O)C12 (some centres undefined) | 2% | -27% | 1.2 | 7% | -2.9 | -9% | 0 | 4%
CCOC(CNC(=O)C(=O)Nc1cc2c3c(c1)CCC(=O)N3CCC2)OCC | 11% | -10% | -2.9 | 14% | -2.7 | 2% | 1 | 7%
COc1ccc(Cn2cc(F)c(=O)n(C)c2=O)cc1[N+](=O)[O-] | 11% | -2% | 1.5 | -4% | -2.1 | 5% | -9 | 5%
CCn1cc(C2=NOC(C(=O)Nc3ccc4c(c3)OCO4)C2)c(C)n1 (centres undefined) | 15% | -9% | -4.1 | -2% | -3.2 | 8% | · | 0%
CC(C)(C)Nc1c(N)c(=O)oc2ccccc12 | 9% | -2% | -0.3 | -9% | -2.0 | 8% | · | -17%
O=[N+]([O-])c1ccc(Nc2ccc(F)cc2)cc1 | -4% | -5% | 0.6 | -2% | -2.3 | 1% | 3 | -3%
CC12CCC3C(C1)C(C(=O)O2)C(=O)OC3(C)C (centres undefined) | 4% | -5% | -2.5 | -1% | -2.6 | -3% | -11 | -5%
C/C(=C\c1ccccc1)CN1CCN(c2cccc(Cl)c2)CC1 | 7% | -3% | 0.2 | 8% | -2.3 | 8% | · | -15%
CS(=O)(=O)N(CC(=O)NC1CCCCC1)Cc1ccc(F)cc1 | -2% | -16% | 0.0 | -1% | 0.8 | -12% | 13 | 6%[57.1 µM]
O=C1C2C3CC4C5C3C1C5C1(SCCS1)C42 (centres undefined) | 1% | 2% | 2.4 | 0% | -0.3 | 6% | 3 | -7%
CC(=O)N(NC(=O)c1ccc(C)cc1)C1CC(=O)N(c2ccccc2Cl)C1=O (centres undefined) | 0% | -12% | -4.0 | 8% | -0.3 | 12% | -3 | 3%

Sorted by the number under WRN helicase inh (lowest first): three from the list above
Compound	WRN helicase inh
CC(C)(C)Nc1c(N)c(=O)oc2ccccc12	-17%
COc1ccc(Cn2cc(F)c(=O)n(C)c2=O)cc1[N+](=O)[O-]	5%
COc1ccc(NC(=O)c2cc3ccccc3[nH]2)cc1	7%

Remaining list, next part:
SMILES | EPAC2 ag | PLK1 PBD inh | CCT modulator | EPAC1 antagonist | IL-2 act | EPAC1 agonist | PI5P4Ka inh | WRN helicase inh
O=C(C(Cc1ccccc1)n1cccc1)N1CCN(c2ncccn2)CC1 (centres undefined) | 0% | -1% | -1.6 | ? | -3.3 | -23% | -1 | -3%
CCOc1ccc2nc(SCC(=O)NCc3ccc(OC)cc3)[nH]c2c1 | 2% | -1% | -1.0 | 10% | -3.0 | -1% | -3 | -4%[57.1 µM]
C=CCOc1ccc(/C=C/C(=O)OCC(=O)Nc2c(C)n(C)n(-c3ccccc3)c2=O)cc1 | 3% | 2% | 0.2 | 8% | -0.6 | -4% | 0 | 2%
COC(=O)Nc1nc2ccc(-c3n[nH]c(=O)c4ccccc34)cc2[nH]1 | 8% | -1% | 2.2 | 0% | -1.4 | -4% | -4 | ?
O=C(Nc1ccccc1N1CCOCC1)C1CCN(S(=O)(=O)c2ccc(F)cc2)CC1 | 3% | -3% | -0.9 | -6% | 0.6 | -4% | 8 | -7%
CCOC(=O)Cn1cc(Cl)c(=O)c(Cl)c1 | 11% | -6% | -3.3 | 3% | 0.7 | 8% | 6 | -32%
COc1ccc(C(=O)Nc2ccccn2)cc1 | 3% | -2% | -1.5 | 3% | -1.0 | 4% | 2 | -3%
O=C(NCCC1=CCCCC1)C1CCN(S(=O)(=O)c2cccc3cccnc23)CC1 | 5% | -9% | -0.8 | 3% | 0.7 | -14% | 6 | 2%
CN1/C(=C\C=Nc2cc(S(=O)(=O)N3CCOCC3)ccc2N2CCOCC2)C(C)(C)c2ccccc21 | 1% | 0% | -5.6 | 3% | -4.7 | 1% | 1 | -15%[57.1 µM]
NC(=O)C1CCN(CC(=O)Nc2ccccc2C(=O)NC2CC2)CC1 | 6% | -3% | -0.3 | 1% | -0.3 | 7% | -4 | -1%
O=[N+]([O-])c1ccc(S(=O)(=O)NCCCc2ccccc2)cc1 | 2% | -2% | 3.1 | 4% | -0.4 | 0% | 26 | -3%
CCc1ccc(CN(C)C(=O)CCc2nnc(CCc3cccc(OC)c3)o2)nc1 | 5% | -11% | -0.7 | -4% | 0.5 | 6% | -1 | 0%
CC(=O)Nc1ccc(S(=O)(=O)N2CCC(C(=O)Nc3nccs3)CC2)cc1 | 5% | -10% | -3.9 | 4% | -2.3 | 8% | -1 | -7%
CC(NC(=O)CCSc1nc(-c2ccco2)cc(C(F)(F)F)n1)c1ccccc1 (centres undefined) | -1% | -20% | -3.2 | -19% | 0.0 | -3% | -13 | -12%
O=C(/C=C/c1cccc([N+](=O)[O-])c1)N1CCN(Cc2ccc3c(c2)OCO3)CC1 | -3% | -1% | -2.6 | -11% | -2.2 | 0% | 11 | -2%
COc1ccc(C(=O)CC(=O)C(=O)Nc2cc(OC)c(OC)c(OC)c2)cc1 | 2% | -9% | 1.2 | -25% | 0.6 | 18% | -18 | -9%
O=c1[nH]c(C2C3CC4CC(C3)CC2C4)nc2ccccc12 (centres undefined) | 0% | -2% | -0.3 | 18% | 0.8 | -6% | 9 | 2%
O=[N+]([O-])c1ccc(Sc2n[nH]c(-c3ccco3)n2)nc1 | -2% | -6% | -3.6 | ? | -3.5 | -2% | -6 | -15%
CS(=O)(=O)Nc1cccc(C(=O)CC2(O)C(=O)Nc3ccc(Br)cc32)c1 (centres undefined) | -8% | -5% | -1.5 | -2% | -0.8 | 2% | -5 | -5%
COc1cccc2c(=O)c(C(=O)NCc3cccs3)c[nH]c12 | 8% | -11% | -2.8 | -9% | 0.3 | 0% | · | -9%
O=C(Nc1cccs1)Nc1c(F)cc(F)cc1Br | 15% | -12% | 1.3 | -26% | -1.5 | 2% | -2 | -12%
Cc1ccc(S(=O)(=O)NCc2ccc(C(=O)N3CCCC3)cc2)cc1 | 2% | 3% | 0.3 | 23% | -0.4 | 5% | 0 | -4%[57.1 µM]
CCOC(=O)/C(C#N)=C/c1ccc(OCC(=O)Nc2ccc(OC)cc2)c(OC)c1 | -2% | -9% | 0.0 | 7% | 2.5 | -3% | 5 | -3%
CCc1ccc(C2CC(c3ccc(Cl)cc3)n3nc(N)nc3N2)cc1 (centres undefined) | 6% | ? | -1.3 | -17% | -1.9 | -5% | 5 | -1%
CCOCCCNC(=O)c1ccccc1OC1CCN(S(C)(=O)=O)CC1 | 7% | -2% | 1.1 | 1% | 1.3 | 8% | -2 | -6%
NC(=O)C1(Nc2ccccc2)CCCC1 | 4% | 2% | 2.2 | -1% | -0.9 | -10% | 6 | -4%
COc1ccc(NC(=O)N(C)C[C@H]2Oc3ccc(NS(=O)(=O)c4c(C)noc4C)cc3C(=O)N([C@H](C)CO)C[C@@H]2C)cc1 | 4% | -25% | 1.0 | -5% | -0.3 | 1% | -4 | 0%
COc1ccc(N2CC(C(=O)OCC(=O)c3ccccc3)CC2=O)cc1 (centres undefined) | 0% | 2% | -1.5 | 3% | 0.1 | -4% | 2 | -9%
CCOC(=O)c1ccccc1NC(=O)CSC(C)C(=O)Nc1cc(C)on1 (centres undefined) | 28% | 2% | 2.6 | -6% | 0.7 | -2% | -2 | -3%
CCc1ccc(OCC(=O)N(C)CCC#N)c(Br)c1 | 0% | 0% | -1.8 | 4% | -2.0 | -2% | · | -4%
Cc1ccc(NC(=O)CCc2nnc3ccc(NCc4ccco4)nn23)cc1 | -4% | -19% | -0.4 | -25% | -4.4 | -14% | -23 | -7%
CCCCN(C(=O)c1ccc(Br)o1)C1CCS(=O)(=O)C1 (centres undefined) | -5% | -1% | 1.6 | -6% | 0.3 | -6% | 3 | -6%
CCCc1cc(C(=O)N2CCCC(Cc3ccccc3C)(C(=O)OCC)C2)no1 (centres undefined) | -3% | -12% | -0.2 | -2% | -3.0 | 2% | 4 | -10%
CCOc1ccc(C(=S)NC2CCCCC2)cc1 | 9% | 27µM* | -1.3 | -9% | -0.1 | 8% | · | -5%
ClC1=C(Cl)C(Cl)=C(Cl)C1=C/C=C/c1ccccc1 | -5% | -26% | -1.9 | -18% | -1.7 | 6% | -18 | -6%[57.1 µM]
COc1ccc(CN2C[C@@H](CO)O[C@@H](n3cnc4c(N5CCN(c6ccccc6)CC5)ncnc43)C2)cc1 | 7% | -11% | -1.4 | -4% | -0.6 | 7% | 3 | -8%
Cc1ccc(C)c(Nc2cc(C(=O)NCc3cccnc3)c3ccccc3n2)c1 | -5% | -16% | -2.4 | -2% | -3.1 | 9% | 0 | 39%[activator]
CCOC(=O)c1c(N)sc(C(=O)N2CCCC(C(N)=O)C2)c1C (centres undefined) | -4% | -5% | 2.8 | 6% | 0.7 | 1% | 1 | 13%
c1ccc(-n2ncc3c(NCCN4CCOCC4)ncnc32)cc1 | 2% | -4% | 0.3 | -2% | -0.5 | 4% | 0 | -7%
CC(C)(C)NC(=O)COC(=O)c1ccc(S(=O)(=O)N2CCCCCC2)cc1 | -2% | -6% | -1.3 | 8% | 1.8 | 5% | -7 | 10%
COc1ccccc1N1CCN(S(=O)(=O)CCNC(=O)c2cccs2)CC1 | -1% | -6% | -0.3 | -2% | -1.4 | -6% | 0 | 2%
CN(C)S(=O)(=O)c1ccc(NC(=O)COc2cccc3c2OC(C)(C)C3)cc1 | -3% | -1% | 1.7 | -3% | -3.7 | 0% | -6 | 1%
CC(=O)Oc1ccccc1-c1nc(/C=C/c2ccccc2)no1 | 3% | -6% | -1.2 | -14% | -0.3 | 7% | 1 | -2%
Cc1cc(C)c(NS(=O)(=O)c2ccc(Cl)c(C(=O)O)c2)c(C)c1 | -3% | -4% | -0.7 | -3% | 0.3 | 3% | · | -9%
